eIF4E 4G PPI: blocks eIF4E binding to eIF4G | P63073+Q04637 | TR-FRET eIF4E-eIF4GI(517-606) binding, 2 h | 220,000 compounds, 0.37% hits | inhibition, % at 21.7 µM;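 active = inhibition above about 30%, limit read from the data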;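 also: 0% = full FRET control wells and 100% = background wells lacking eIF4GI fragment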
p97 inhibitor: human p97 ATPase inhibition; 220,000 compounds, 0.42% hits; inhibition, % at 8 µM; recombinant p97 ATPase, Kinase-Glo ATP luminescence, 3 h; AID 1481; P55072; in the data active = inhibition above about 15%;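 also: 0% = DMSO vehicle and 100% = wells lacking enzyme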
FXIIa inh 1536: factor XIIa (human) inhibition. P00748. purified FXIIa, Boc-QGR-AMC fluorogenic substrate, 2 h. inhibition, % at 5 µM. 220,000 compounds, 0.3% hits. AID 800; in the data active = inhibition above about 40%;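 also: 0% = enzyme with no compound and 100% = blank without enzyme; many of its hits are not listed in these tables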
14-3-3 Bad PPI: disrupts binding of bovine 14-3-3 zeta to phospho-Bad peptide; P63103; inhibition, % at 21.7 µM; AID 781; TR-FRET 14-3-3zeta/Dy647-pBad peptide displacement, 1 h; 220,000 compounds, 0.71% hits;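 active = inhibition above about 70%, limit read from the data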;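 also: 0% = full 14-3-3 plus peptide FRET controls and 100% = background without 14-3-3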
Target sequence (P63103 whole entry, looked up): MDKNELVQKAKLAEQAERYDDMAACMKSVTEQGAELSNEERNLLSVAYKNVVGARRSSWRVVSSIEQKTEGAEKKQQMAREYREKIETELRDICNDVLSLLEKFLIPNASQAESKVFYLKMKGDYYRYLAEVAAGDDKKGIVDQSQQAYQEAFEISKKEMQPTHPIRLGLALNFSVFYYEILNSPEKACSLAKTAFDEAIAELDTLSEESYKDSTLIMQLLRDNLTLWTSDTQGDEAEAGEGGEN
Mdm2 ligase inh: blocks human Mdm2 ubiquitin ligase activity | Q00987 | cell-based MDM2 ubiquitination luciferase reporter, 2 h; 0 = plate control, 100 = twice control, blank-subtracted | signal enhancement, % at 5 µM | 210,000 compounds, 0.11% hits | AID 1230;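 active = signal enhancement of 30% or more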;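 also: luminescence tracks abundance of the self-degrading MDM2-luciferase fusion protein; higher signal means inhibition of MDM2 E3 ligase activity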
Target sequence (Q00987 whole entry, looked up, the tested form may be a part): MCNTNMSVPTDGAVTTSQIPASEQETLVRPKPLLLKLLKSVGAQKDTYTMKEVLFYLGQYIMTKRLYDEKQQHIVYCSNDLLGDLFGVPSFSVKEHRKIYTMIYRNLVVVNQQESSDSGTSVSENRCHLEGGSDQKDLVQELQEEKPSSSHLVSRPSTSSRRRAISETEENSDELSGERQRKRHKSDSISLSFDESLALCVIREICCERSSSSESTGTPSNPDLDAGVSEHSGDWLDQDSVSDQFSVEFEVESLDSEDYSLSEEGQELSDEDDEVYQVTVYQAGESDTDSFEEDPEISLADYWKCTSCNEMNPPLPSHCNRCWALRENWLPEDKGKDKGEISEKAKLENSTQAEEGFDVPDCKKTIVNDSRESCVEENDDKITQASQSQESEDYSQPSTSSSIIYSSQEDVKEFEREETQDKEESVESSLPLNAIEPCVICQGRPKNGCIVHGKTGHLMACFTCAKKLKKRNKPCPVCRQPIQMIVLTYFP
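Test system: stable mammalian line carrying autodegrading MDM2–luciferase fusion reporter; quantity: 2000 cells in each well; times: 4 h cell settling then 2 h compound exposure, 37 °C; detection: luminescence with SteadyLite reagent, 15 min at room temperature; evaluation: percent signal gain over controls, blank-subtracted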
Rad51 HR inh: Rad51 (human) homologous recombination inhibition | Q06609 | hRad51 DNA strand exchange, fluorescence dequenching | inhibition, % at 10 µM | 200,000 compounds, 0.085% hits | AID 1385;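 active = inhibition above 40% at the single screening dose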;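 also: 0% = DMSO control wells and 100% = blanks with heterologous ssDNA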
Target sequence (Q06609 whole entry, looked up): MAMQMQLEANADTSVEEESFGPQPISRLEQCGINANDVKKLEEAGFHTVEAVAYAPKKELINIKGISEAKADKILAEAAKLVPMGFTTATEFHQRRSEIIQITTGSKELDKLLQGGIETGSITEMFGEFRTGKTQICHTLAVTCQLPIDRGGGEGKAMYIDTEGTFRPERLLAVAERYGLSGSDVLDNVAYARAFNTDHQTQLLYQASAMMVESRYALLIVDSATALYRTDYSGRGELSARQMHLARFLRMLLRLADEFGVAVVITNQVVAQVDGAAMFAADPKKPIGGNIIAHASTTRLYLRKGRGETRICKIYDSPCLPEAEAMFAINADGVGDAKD
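Assay system: Human Rad51 nucleoprotein filaments preassembled on unlabelled ssDNA | Reagent: Donor/quencher-labelled 47-bp dsDNA substrate | Doses: One concentration, 10 µM final | Times: 37 °C 15-min filament assembly, 30-min compound preincubation, 15-min exchange | Technique: Fluorescein emission 520 nm, excitation 485 nm | Benchmarks: Plate control and blank wells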
FXIa inh: blocks human coagulation factor XIa protease activity. 220,000 compounds, 0.14% hits. P03951. inhibition, % at 5 µM. purified FXIa, Boc-Glu-Ala-Arg-AMC fluorogenic substrate;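 active = inhibition of at least 40%; inactive = inhibition below 40%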;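 also: fluorescence of freed AMC excited at 355 nm; 0% = enzyme without compound and 100% = no enzyme blank; many of its hits are not listed in these tables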
hK5 inh: blocks human kallikrein 5 protease activity; Q9Y337; recombinant hK5, fluorogenic AMC substrate cleavage; inhibition, % at 5 µM; 210,000 compounds, 0.59% hits; AID 873;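 active = inhibition of 40% or more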;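 also: 0% = enzyme controls without compound and 100% = no-enzyme blanks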
Wee1 degr inh: human Wee1 degradation inhibition, primary screen; P30291; reporter increase, % at 5 µM; HeLa Luc-Wee1K328M stability, luciferase luminescence; 100% = proteasome inhibitor MG132 effect; 220,000 compounds, 1.2% hits;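 active = activation above the mean of all tested compounds plus 3 SD, set per screening run, cut at about 8.8% in these data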;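 also: cells exposed to compound for 20 h before luminescence read; 0% = DMSO alone and 100% = MG132 at 30 µM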
* hit, by the source's call; / = no result given; [ ] = remark or other dose.

Values run as follows: eIF4E 4G PPI	p97 inhibitor	FXIIa inh 1536	14-3-3 Bad PPI	Mdm2 ligase inh	Rad51 HR inh	FXIa inh	hK5 inh	Wee1 degr inh
1. Cc1csc(SCC(=O)Nc2cccc(S(=O)(=O)N3CCOCC3)c2)n1
    -1.0	1.6	10.0	-1.8	-11.3	0.0	2.0	-0.2	-2.1
2. O=C(Nc1cccc(C(=O)O)c1)/C(=C/c1ccc2c(c1)OCO2)NC(=O)c1cccc(Br)c1
    0.4	1.4	11.6	3.0	-8.4	3.2	-1.1	1.6	-3.7
3. CCCC(=O)Nc1ccc(S(=O)(=O)N2CCCC2)cc1
    2.7	-2.0	13.0	-4.5[fluorescence artefact?]	-15.1	5.9	4.2	-2.3	0.8
4. COc1ccc(N2C(=O)C(O)C2c2ccc(C)cc2)cc1 (configuration not stated)
    3.0[fluorescence artefact?]	-1.7	7.8	5.5[fluorescence artefact?]	1.0	/	1.9	-4.7	3.9
5. O=C(C[n+]1cccc(CNC(=O)c2ccc(OC(F)F)cc2)c1)Nc1cc(C(F)(F)F)ccc1Cl
    -5.5	5.4	23.9	2.2	-87.4	-8.2	10.2	61.3*	0.3
6. CCn1c(C)nc2cc(C(=O)NNC(=S)Nc3ccc(F)cc3)ccc21
    0.8	4.7	11.0	-9.3	-7.9	8.1	2.1	-19.3	0.2
7. COc1ccc2c(c1)c(=O)oc1cc3oc(C)c(C)c3cc12
    5.7	2.1	-8.3	10.2	9.7	/	4.8	-39.1	-1.9
8. O=c1c2sccc2nc(SCc2ccc([N+](=O)[O-])cc2)n1Cc1ccccn1
    2.0	-1.5	-0.3	-3.3	-7.1	9.0	2.5	-3.0	3.5
9. Cc1nc2cc(NC(=O)CSc3nc4c(C)cccc4cc3C#N)ccc2s1
    /	1.6	16.0	/	-13.0	-1.9	6.4	-5.1	-1.6
10. CCC1COC(c2cccn2Cc2ccc(Cl)cc2)=N1 (configuration not stated)
    -3.2	-2.0	0.9	-0.9	-13.8	-7.5	-5.0	-11.4	2.6
11. Cc1ccc(C2CCN(C(=O)Nc3ccc(F)cc3)C2)cc1 (configuration not stated)
    2.9	6.6	2.7	1.6	/	/	-1.5	/	0.8
12. Cc1ccc(C(=O)N2CCOCC2)c(F)c1F
    3.2	2.6	6.6	-5.5	-18.7	4.7	-4.4	13.1	-0.4
13. CCOC(=O)NC(NC(=S)Nc1ccccc1[N+](=O)[O-])C(Cl)(Cl)Cl (configuration not stated)
    -20.1[fluorescence artefact?]	0.3	11.8	-18.6	-9.3	-4.3	28.6	14.3	-0.9
14. COC(=O)c1ccccc1NC(=O)CSc1nc2ccccc2c(=O)[nH]1
    0.3	-5.9	9.9	11.2[fluorescence artefact?]	-10.4	0.5	5.2	0.7	-1.1
15. CCC(C)[C@H](NC(=O)N1CCCCCC1)C(=O)OC (some centres not stated)
    3.1	7.0	8.9	-2.8	-11.0	-19.2	5.2	3.6	-0.1
16. CCc1ccccc1NC1=NCC(=O)N1C1CCCCC1
    0.0	-3.5	10.6	43.1	-12.5	/	7.9	-19.0	-1.9
17. O=C(COc1ccc(Br)cc1CNCCCN1CCOCC1)Nc1ccccc1
    14.1[fluorescence artefact?]	0.3	2.2	0.6	6.4	2.9	-1.5	-11.0	-0.9
18. CSCCC1NC(=O)N(CC(=O)Nc2ccc(N3CCCCC3)cc2)C1=O (configuration not stated)
    4.4	4.3	6.5	6.5	-6.1	-10.5	1.7	2.6	0.9
19. CCOc1nc(N2CCOCC2)nc(C)c1[N+](=O)[O-]
    6.5	1.0	7.8	-14.1[fluorescence artefact?]	/	/	7.1	-24.3	2.1
20. COc1ccc(C(=O)CSc2nnc(-c3cccs3)n2-c2ccccc2)cc1
    -38.8[fluorescence artefact?]	0.8	17.4	4.3[fluorescence artefact?]	-10.9	/	-0.5	-6.8	1.8
21. Cc1ccc([N+](=O)[O-])cc1NC(=O)Cc1cccs1
    37.0*	-2.1	8.2	56.0	0.2	-9.1	0.3	-3.5	0.6
22. Cc1ccc(NC(=O)CSc2nc3ccccc3c(=O)n2Cc2cccs2)cc1
    21.1	1.4	18.0	19.2	-18.4	-23.9	16.3	-21.4	1.4
23. CCn1c(/C=C/c2c(C)[nH]c3ccccc23)nc2ccccc2c1=O
    -3.4	2.8	11.1	-11.3	-10.0	/	8.4	-0.4	0.2
24. COc1ccccc1N1CCN(C(=O)CSc2ccc3c(C)cc(C)nc3n2)CC1
    5.4	-2.5	5.7	-10.4	-14.6	-7.7	1.3	11.3	0.6
25. COC(=O)c1cc(NC(=O)CN2C(=O)CSC2=O)ccc1Cl
    6.4	5.5	9.0	-8.1	-15.8	-1.8	-3.0	-20.2	-0.6
26. CSc1nnc2c(n1)c(C)nn2-c1ccc(C)cc1
    -1.4	0.9	11.5	0.8	/	-6.5	0.5	-10.9	1.1
27. CCOC(=O)c1cc(-c2nnc(SCC(=O)Nc3ccc(F)cc3)o2)c(C)nc1C
    3.2	0.6	5.9	-7.1	-21.8	-1.7	10.0	29.8	-2.6
28. CC12CC3CC(C)(C1)CC(NCc1ccncc1)(C3)C2
    -0.5	-3.7	11.5	6.8	-4.3	19.8	1.7	-5.8	-0.5
29. COc1ccc(CCNC2CCN(C)CC2)cc1OC
    -3.7	-3.7	9.9	20.7	-11.1	-0.1	17.9	-1.1	-0.3
30. Cc1cccnc1NC(=S)Nc1ncccc1C
    -0.3	-2.3	4.7	-5.6	-10.8	3.9	11.2	0.1	6.0

Sorted by molecular weight (rising): some entries from above
Values run as follows: eIF4E 4G PPI	p97 inhibitor	FXIIa inh 1536	14-3-3 Bad PPI	Mdm2 ligase inh	Rad51 HR inh	FXIa inh	hK5 inh	Wee1 degr inh
7. COc1ccc2c(c1)c(=O)oc1cc3oc(C)c(C)c3cc12
    5.7	2.1	-8.3	10.2	9.7	/	4.8	-39.1	-1.9
6. CCn1c(C)nc2cc(C(=O)NNC(=S)Nc3ccc(F)cc3)ccc21
    0.8	4.7	11.0	-9.3	-7.9	8.1	2.1	-19.3	0.2
1. Cc1csc(SCC(=O)Nc2cccc(S(=O)(=O)N3CCOCC3)c2)n1
    -1.0	1.6	10.0	-1.8	-11.3	0.0	2.0	-0.2	-2.1
17. O=C(COc1ccc(Br)cc1CNCCCN1CCOCC1)Nc1ccccc1
    14.1[fluorescence artefact?]	0.3	2.2	0.6	6.4	2.9	-1.5	-11.0	-0.9

(continued)
Values run as follows: eIF4E 4G PPI	p97 inhibitor	FXIIa inh 1536	14-3-3 Bad PPI	Mdm2 ligase inh	Rad51 HR inh	FXIa inh	hK5 inh	Wee1 degr inh
31. Clc1cc(Br)ccc1OCCN1CCOCC1
    -11.0[fluorescence artefact?]	1.5	14.9	4.7[fluorescence artefact?]	-7.7	-4.5	7.5	-20.9	1.2
32. CCOC(=O)C1(CCc2ccccc2)CCN(C2Cc3ccccc3C2)CC1
    -1.5	-1.8	9.3	-7.6	0.6	9.7	1.1	-8.9	2.5
33. CC1=C(C(=O)NC2CCCC(C)C2C)C2(CCCCC2)OC1=O (configuration not stated)
    -2.2	-4.1	28.3	3.0	-19.6	1.0	23.6	-8.3	2.8
34. CCOC(=O)C1=C(C)NC(C)=C(C(=O)OCC)C1C(=O)OCC(=O)NC
    -1.1	-4.4	4.1	0.0	-2.6	5.5	-9.6	-3.9	1.4
35. Cc1nc(N2CCOCC2)c2c(C)c(C(=O)Nc3ccc(F)cc3Cl)sc2n1
    4.8	6.1	5.5	-14.7	-3.3	16.8	0.3	-1.1	2.7
36. Cc1ccc(-c2noc(C3CCCN(C(=O)c4ccccc4)C3)n2)o1 (configuration not stated)
    5.2	-9.9	-7.5	-10.0	-10.7	0.1	-1.6	-10.5	0.8
37. CC1C/C(=N\NC(=O)c2ccc([N+](=O)[O-])cc2)CC(C)(C)C1 (configuration not stated)
    -2.6	-1.3	8.0	1.3	/	6.8	-1.8	-3.6	-1.1
38. COc1ccc(Cl)cc1NC(=O)c1c(-c2ccccc2)noc1C
    -2.8	-0.2	18.3	7.2	4.2	-5.9	4.2	-4.2	0.0
39. CC(C)CC(=O)N1CCN(Cc2ccccc2[N+](=O)[O-])CC1
    1.0	1.7	6.1	29.3	3.4	6.1	-0.2	-2.0	-0.7
40. CCC1=NC(c2ccccc2)N(O)C1(C)C (configuration not stated)
    -3.0	-4.8	7.6	-10.0	-17.2	2.0	6.7	15.5	-0.9
41. O=C(Nc1nc(-c2nc3ccccc3s2)cs1)c1ccc(S(=O)(=O)N2CCOCC2)cc1
    -5.2	2.9	20.0	8.9[fluorescence artefact?]	-12.2	/	4.6	14.0	-1.1
42. Cc1cc(NN)nc2ccc(Cl)cc12
    0.7	-0.1	2.8	-6.9	3.8	0.1	-4.3	-13.3	-0.4
43. COC(=O)CSc1ccccc1C(=O)OC
    -2.6	5.7	16.0	-8.4	-6.8	-2.1	5.2	-6.3	-2.4
44. O=C(NCC1CCCO1)C1CCCCN1S(=O)(=O)c1ccc(F)cc1 (configuration not stated)
    /	3.6	16.3	/	4.5	-10.6	6.8	0.1	-2.6
45. Cc1ccsc1/C=C/C1=Cc2c(sc(NC(=O)CSc3n[nH]c(N)n3)c2C#N)C(C)(C)C1
    -5.9[fluorescence artefact?]	7.5	7.6	-0.6	-5.8	-0.7	-1.4	-59.8	4.0
46. CN(C(=O)C12CC3CC(CC(C3)C1)C2)C1(C)CCS(=O)(=O)C1 (configuration not stated)
    4.2[fluorescence artefact?]	2.1	11.7	11.1	-5.4	2.8	-2.3	1.9	3.0
47. CC(C)(/C=N/O)/[N+]([O-])=C/C=[N+](\[O-])C(C)(C)/C=N/O
    -6.9	-2.6	15.5	3.2[fluorescence artefact?]	-24.4	9.8	1.2	2.2	1.0
48. Cc1ccc(C(=O)N2CCN(Cc3ccc4c(c3)OCO4)CC2)o1
    13.3	-1.2	9.4	-6.6	-7.3	-6.0	-0.4	3.0	-0.7
49. CCOC(=O)c1[nH]c2c(c1-c1ccccc1)C(=O)CC(c1ccc(Cl)cc1)C2 (configuration not stated)
    7.2	3.9	14.9	-8.2	/	/	8.1	-7.8	0.2
50. CC1(C)CCc2nc(SCc3ccccc3)c(C#N)cc2C1
    3.3	-8.0	12.9	-2.8[fluorescence artefact?]	-3.9	4.2	1.7	-4.2	5.1
51. COc1cc(C(=O)Nc2ccc(S(=O)(=O)Nc3cc(C)on3)cc2)cc(OC)c1OC
    -3.8	2.4	-3.4	2.2	-24.4	-5.1	9.6	47.0*	-0.7
52. COC(=O)c1ccc(NC2=C(Cl)C(=O)OC2OC(=O)c2ccccc2)cc1 (configuration not stated)
    -4.2	5.0	6.8	-22.3	-2.1	4.8	2.5	-3.9	6.3
53. CC(C)(C)OC(=O)NCCCC[C@H](NC(=O)c1nc[nH]c1C(=O)NCc1ccccc1)C(=O)OC(C)(C)C
    1.1	-3.7	6.5	-17.5	/	-1.5	-3.2	-3.1	0.5
54. Cc1ccc(-c2nnc(N(C)C(=O)c3ccccn3)s2)cn1
    -0.7[fluorescence artefact?]	-3.8	-3.1	0.5	0.5	3.4	-4.2	1.8	-0.1
55. CNC(=S)NNC(=O)c1cc(C(C)(C)C)nn1Cc1ccc(F)cc1
    2.6	-8.1	3.4	-3.3	-6.3	-4.1	1.0	-12.8	0.3
56. COc1ccc(-c2cc(CCCC(=O)NCCc3ccc(OC)cc3OC)no2)cc1
    -1.7	-4.3	5.3	1.2[fluorescence artefact?]	-2.8	5.8	2.1	-10.1	6.1
